uPA surface inh: inhibitors of cell surface uPA generation | AID 540303 | Potency, µM (series often up to 38.3 µM), for inactives: at the top dose activity change, negative = inhibition, usual class: inhibitors | 0.31% of 330,000 active | cell surface uPA generation assay, qHTS; active = well fitted inhibition curve with a large enough effect; inconclusive = small, poorly fitted or top-dose-only effect; inactive = no such curve, though single readings can be large or run the other way; tested in mouse RAW 264.7 cells; also: % is scaled to controls: 0 for no effect and ±100 for the full control effect; nearly all actives have a fitted effect of over 55% in size
FLuc counter: counter-screen for miR-21 project: firefly luciferase inhibitors or activators | Potency, µM (titrated, usually from 57.5 µM), for the others: top-dose activity change, negative = inhibition, usual class: inhibitors | purified FLuc, Km substrates, luminescence inhibition | P08659 | 6.9% of 360,000 active;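 also: plate controls were vehicle for no effect and reference inhibitor for full effect; nearly all actives have a fitted effect of over 55% in size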
Target sequence (P08659 whole entry, looked up): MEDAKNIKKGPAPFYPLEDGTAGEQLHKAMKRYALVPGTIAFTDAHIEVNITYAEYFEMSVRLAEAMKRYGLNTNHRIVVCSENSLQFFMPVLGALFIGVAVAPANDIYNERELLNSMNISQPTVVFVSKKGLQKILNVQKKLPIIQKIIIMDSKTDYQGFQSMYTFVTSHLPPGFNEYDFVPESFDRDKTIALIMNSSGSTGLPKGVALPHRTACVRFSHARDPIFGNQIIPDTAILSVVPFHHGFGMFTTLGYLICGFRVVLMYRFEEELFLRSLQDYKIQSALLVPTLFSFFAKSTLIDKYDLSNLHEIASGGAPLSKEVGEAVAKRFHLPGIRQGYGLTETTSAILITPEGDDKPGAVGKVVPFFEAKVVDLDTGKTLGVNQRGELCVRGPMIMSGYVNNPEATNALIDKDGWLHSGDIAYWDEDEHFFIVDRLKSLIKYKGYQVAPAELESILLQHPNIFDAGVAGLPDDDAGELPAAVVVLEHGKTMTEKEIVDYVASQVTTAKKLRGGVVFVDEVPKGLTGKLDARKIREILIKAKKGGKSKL
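Purified P. pyralis luciferase (10nM final) with 10uM D-luciferin and 10uM ATP (Km levels) in 50mM Tris acetate pH 7.5, 10mM Mg acetate, 0.01% Tween-20, 0.05% BSA; qHTS 6-point titration, ~60 µM downward; luminescence read.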
Rab9 promoter act: Rab9 promoter activation; Huh7 Rab9 promoter-luciferase reporter, luminescence, 24 h; Potency, µM (titrated, usually from 9.22 µM), for inactives: at the top dose activation, negative = inhibition, most hits filed as activators; 2.8% of 320,000 active; also: % of control where 0% means no effect; nearly all actives have a fitted effect of over 60% in size
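Promoter activation is measured as luciferase luminescence in Huh7 cells stably transfected with a Rab9 promoter–luciferase construct, following 24 h compound exposure at 37 °C and 10 min reagent incubation at ambient temperature.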
ELG1 genotoxic: induces genotoxicity in HEK293T cells with luciferase-tagged ELG1; HEK293T ELG1-luciferase reporter, luminescence, 16 h; Potency, µM (top dose mostly 46 µM), for inactives: at the highest dose activity change, positive = activation, most hits filed as activators; 1.3% of 330,000 active; also: % of control where 0% means no effect; nearly all actives have a fitted effect of over 60% in size
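HEK293T cells expressing luciferase-tagged ELG1 were treated with compound or DMSO for 16 hr at 37°C. Luciferase activity was then read after 30 min with ONE-Glo at room temperature; rising signal flags genetic stress.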
p53 reactivation: restores transcriptional activity of mutant p53; Potency, µM (titrated, usually from 92.2 µM), for the others: at the highest dose activity change, positive = activation, most hits filed as activators; AID 504706; 0.063% of 320,000 active; H1299 p53-A138V BP100-luciferase reporter, luminescence, 24 h; also: % of control where 0% means no effect; nearly all actives have a fitted effect of over 45% in size
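p53-null H1299 cells stably carrying temperature-sensitive p53-A138V and a BP100-luciferase reporter were pinned with compounds (4-point, 1:5 series) and held 24 hrs at 37 deg C. Luminescence was read 10 min after detection reagent.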
MBNL1-CUG inh: blocks human MBNL1 binding to CUG repeat RNA; Q9NR56; TR-FRET MBNL1-His/biotin-(CUG)12 binding, 665/545 ratio; Potency, µM (top dose mostly 57.5 µM), for inactives: at the highest dose activity change, negative = inhibition, most hits filed as inhibitors; 0.036% of 280,000 active; AID 2675; active = well fitted inhibition curve with a large enough effect in the signal ratio, with a control signal flat, not every such curve was filed as active; inconclusive = small, poorly fitted or top-dose-only effect, or effect the other way, or a change in a side signal; inactive = no such curve, though single readings can be large or run the other way; the % refers to the signal ratio; also: % is scaled to controls: 0 for no effect and ±100 for the full control effect
Target sequence (Q9NR56 whole entry, looked up): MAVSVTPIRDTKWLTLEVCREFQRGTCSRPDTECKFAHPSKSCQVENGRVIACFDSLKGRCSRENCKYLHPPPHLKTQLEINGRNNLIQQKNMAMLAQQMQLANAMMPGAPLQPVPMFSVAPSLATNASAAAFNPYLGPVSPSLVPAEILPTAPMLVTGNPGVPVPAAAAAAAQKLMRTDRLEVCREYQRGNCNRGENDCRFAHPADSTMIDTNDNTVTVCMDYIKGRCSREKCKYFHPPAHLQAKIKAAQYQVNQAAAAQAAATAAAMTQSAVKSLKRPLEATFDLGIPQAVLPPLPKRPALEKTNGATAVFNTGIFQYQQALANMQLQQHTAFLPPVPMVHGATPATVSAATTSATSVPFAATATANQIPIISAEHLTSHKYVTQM
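Ratiometric TR-FRET (665 over 545 nm, excitation 340 nm) tracks disruption of MBNL1-His/biotin-(CUG)12 complex after 60 min at room temperature, with compounds at 92 nM to 58 uM final.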
MLL CXXC-DNA inh: MLL CXXC-DNA interaction inhibition. Q03164. MLL-CXXC / FITC-HOXA9 DNA fluorescence polarization. Potency, µM (top dose mostly 115 µM), for inactives: at the highest dose activity change, negative = inhibition, most hits filed as inhibitors. 0.037% of 290,000 active; active = well fitted inhibition curve with a large enough effect in the polarisation, with a control signal flat, not every such curve was filed as active; inconclusive = small, poorly fitted or top-dose-only effect, or effect the other way, or a change in a side signal; inactive = no such curve, though single readings can be large or run the other way; the % refers to the polarisation
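Fluorescence polarization: 7 uM MLL-CXXC (stock) preincubated 5 min with compounds, then 50 nM fluorescein-HOX-A9 DNA (stock) added; 30 min ambient. Buffer 50 mM Tris-HCl pH 7.5, 50 mM NaCl, 1 mM DTT, 0.05% BSA.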
Gal4-VP16 FLuc: Gal4-VP16 reporter inhibition counter-screen; 3.5% of 310,000 active; Potency, µM (doses to about 53.6 µM), without a hit: at the top dose activity, negative = inhibition, most hits filed as inhibitors; Drosophila S2 Gal4-VP16 UAS-luciferase, luminescence, 20 h;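 also: Gal4-VP16 expression switched on by copper sulfate through the metallothionein promoter; % is scaled to controls: 0 for no effect and ±100 for the full control effect; nearly all actives have a fitted effect of over 50% in size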
NPC1 promoter act: NPC1 promoter activation; AID 485313; Huh7 NPC1 promoter luciferase reporter, 24 h; 2.4% of 320,000 active; Potency, µM (series often up to 9.22 µM), for inactives: at the highest dose activation, most hits filed as activators;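 also: % of control where 0% means no effect; nearly all actives have a fitted effect of over 60% in size; reporter is driven by a mutant NPC1 promoter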
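NPC1 promoter–luciferase Huh7 cells; 24 h compound; luminescence.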
RORg inh: inhibitors of mouse ROR gamma transcriptional activity; P51450; Drosophila S2 Gal4-RORgamma UAS-luciferase reporter, 20 h; Potency, µM (top dose mostly 53.6 µM), without a hit: top-dose activity change, negative = inhibition, actives largely listed as inhibitors; 5.4% of 310,000 active; also: % is scaled to controls: 0 for no effect and ±100 for the full control effect; nearly all actives have a fitted effect of over 60% in size
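A Gal4/UAS one-hybrid system in insect cells: metallothionein-promoter Gal4–ROR gamma fusion plus Photinus luciferase reporter. Copper sulfate 700 uM final, 20 hr ambient incubation, luminescent detection after 10 min with reagent.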
BRCA1 expr act: increases BRCA1 expression; MCF7-BRCA1-FFLuc reporter, luminescence, 48 h; response scale: scaled: vehicle 0%, 10 µM genistein 100%; Potency, µM (series often up to 46.1 µM), for inactives: at the highest dose activation, most hits filed as activators; 1.1% of 380,000 active; AID 624202; also: nearly all actives have a fitted effect of over 80% in size; some results filed as inactive show a strong effect at the top dose
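MCF7-BRCA1-FFLuc cells, 2000/well in phenol-red-free MEM, attached 2 h then treated 48 h at 37 C. Luciferase luminescence read 15 min after reagent; normalized to genistein maximum activation (10microM) and DMSO, concentration-response fitted.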
Numbers without * were called inactive; ? = inconclusive; / = no result given; [ ] = another dose, or the depositor's remark. Unless noted, calls follow the shape of the dose curve; as a rule, active = well fitted curve in the direction sought with a large enough effect; inconclusive = small, poorly fitted or top-dose-only effect, or another doubt; inactive = no such curve, though single readings can be large; an effect the other way counts as inactive or inconclusive. Potency is read from the fitted curve at half-maximal effect. A portion of the library; count on the stated rates, not on these rows.

SMILES	uPA surface inh	FLuc counter	Rab9 promoter act	ELG1 genotoxic	p53 reactivation	MBNL1-CUG inh	MLL CXXC-DNA inh	Gal4-VP16 FLuc	NPC1 promoter act	RORg inh	BRCA1 expr act
Cc1nn(-c2ccccc2)c2c1C(c1cccnc1)N1C=C(S(=O)(=O)N3CCCCC3)C=CC1=N2 (configuration not stated)	4%	1%	0%	-3%	-4%	?	-10%	4%	1%	-9%	-22%
COc1ccc(NC(=O)COC(=O)CCCOc2ccc(Cl)cc2Cl)cc1	8%	?	-2%	4%	-12%	2%	0%	2%	2%	9%	-3%
COc1cccc(CNC(=O)Nc2cccs2)c1	-11%	?	2%	13%	?	3%	0%	4%	4%	1%	76%
COc1cc(N)c(C(=O)c2nccc3cc(OC)c(OC)cc23)cc1OC	0%	2%	-1%	5%	-9%	32%[activator]	4%	-8%	-2%	-1%	-10%
N#Cc1ccc(/C=C/C(=O)c2ccccc2)cc1	5%	5.4µM*	5%	?	-9%	-11%	-3%	?	18%	-79%	-2%
CC(C)Nc1nc(Cl)nc(NCCOc2ccccc2)n1	-1%	?	0%	17%	20%	-10%	-2%	2%	19%	?	77%
CCOC(=O)C(NC(=O)NCc1ccccc1)(OCC)C(F)(F)F (configuration not stated)	-11%	-1%	6%	0%	-9%	-16%	6%	-17%	1%	-15%	-64%
NC(=O)C1CCN(c2ccc(S(=O)(=O)N3CCCCC3)cn2)CC1	-2%	3%	-9%	-7%	-11%	-13%	?	3%	-6%	-2%	-7%
O=C(NCc1ccccc1Cl)C1CCN(S(=O)(=O)c2ccc(F)cc2)CC1	-1%	1%	-12%	-4%	-1%	5%	-3%	-6%	-7%	39%	-17%
COc1ccc(OC(C)c2nnc(N)s2)cc1 (configuration not stated)	-3%	0%	-10%	0%	4%	-16%	-5%	7%	-1%	15%	-8%
CCC(C(=O)NCc1ccco1)N(Cc1cccs1)C(=O)CNS(=O)(=O)c1ccccc1 (configuration not stated)	-6%	0%	-3%	1%	-5%	3%	-1%	12%	-1%	18%	-1%[1.84 µM]
COc1ccc(-n2cnnc2SCCC#N)cc1	1%	3%	13%	-1%	1%	-4%	1%	2%	-5%	19%	6%
C=CCN1C(=O)C(CC(=O)O)S/C1=N/N=C/c1ccc(N(CC)CC)cc1 (configuration not stated)	-16%	21µM*	-2%	1%	20%	/	/	/	3%	/	-12%
CCCCn1c(N)c(N(CCC(C)C)C(=O)COC(=O)c2ccc(CC)cc2)c(=O)[nH]c1=O	1%	0%	0%	-2%	0%	/	/	/	-6%	/	-19%
Cc1cc(-n2c(C)cc(C(=O)COc3cc(F)ccc3[N+](=O)[O-])c2C)no1	-4%	/	0%	1%	?	/	/	/	-6%	/	-1%
O=C(CSc1nc2ccccc2s1)N/N=C/c1ccc(C(=O)O)cc1	5%	27µM*	-2%	1%	2%	?	-7%	3%	-1%	5%	-6%
CCN1CCN(C(=O)CCc2nc3ccccc3n2-c2ccccc2)CC1	2%	-2%	-4%	-3%	-1%	/	-1%	-5%	0%	29%	-15%
CC(=O)c1ccc(NC(=O)C(C)Sc2nnc3ccccn23)cc1 (configuration not stated)	-6%	1%	-5%	1%	6%	/	/	/	0%	/	2%
CCN(c1ccccc1)S(=O)(=O)c1ccc(OC)c(NC(=O)Cn2cnc3c2c(=O)n(C)c(=O)n3C)c1	1%	-1%	0%	0%	2%	/	4%	-1%	-4%	9%	-6%
CC1CC(C)CN(CCCNC(=O)c2c(O)nc3ccccn3c2=O)C1 (configuration not stated)	4%	9%	-1%	1%	-9%	/	/	/	-1%	/	10%
CCN(CC(=O)NC1CCS(=O)(=O)C1)C(=O)COc1ccccc1-c1ccccc1 (configuration not stated)	-1%	0%	6%	0%	-4%	-1%	-2%	-9%	-3%	-11%	1%
COc1cccc(N2CCN(C(=O)C3CCCN(S(=O)(=O)c4cnc[nH]4)C3)CC2)c1 (configuration not stated)	7%	-2%	-1%	-4%	4%	-5%	0%	?	0%	0%	-10%
Cc1ccc(C)c(NC(=S)NCc2cccs2)c1	-4%	-1%	-1%	-4%	-6%	2%	-5%	11µM*	-1%	4µM*	-3%
C=CCN(c1ccccc1)S(=O)(=O)c1cccc(C(=O)Nc2nnc(SCC)s2)c1	5%	0%	0%	-4%	-3%	?	18%	-5%	0%	-42%	-27%
COc1ccc(N2CCN(CCCNC(=O)C3CCCN(S(=O)(=O)c4c(C)n[nH]c4C)C3)CC2)cc1 (configuration not stated)	7%	4%	3%	-4%	5%	0%	2%	-8%	-2%	11%	-7%

Continued; the last 2 above are carried over.
SMILES	uPA surface inh	FLuc counter	Rab9 promoter act	ELG1 genotoxic	p53 reactivation	MBNL1-CUG inh	MLL CXXC-DNA inh	Gal4-VP16 FLuc	NPC1 promoter act	RORg inh	BRCA1 expr act
C=CCN(c1ccccc1)S(=O)(=O)c1cccc(C(=O)Nc2nnc(SCC)s2)c1	5%	0%	0%	-4%	-3%	?	18%	-5%	0%	-42%	-27%
COc1ccc(N2CCN(CCCNC(=O)C3CCCN(S(=O)(=O)c4c(C)n[nH]c4C)C3)CC2)cc1 (configuration not stated)	7%	4%	3%	-4%	5%	0%	2%	-8%	-2%	11%	-7%
COc1ccc(CC(=O)N/N=C(\C)c2cccnc2)cc1OC	13%	-1%	0%	4%	-5%	7%	1%	-1%	-2%	-3%	-19%
COc1ccc(C(O)Cn2ccsc2=NC(C)=O)cc1 (configuration not stated)	-4%	-1%	-1%	16%	10%	1%	9%	4%	-20%	-20%	-48%
O=C(Cn1cnc2ccccc2c1=O)Nc1ccc(S(=O)(=O)N2CCOCC2)cc1	6%	-1%	-3%	2%	0%	-4%	7%	-5%	-2%	-10%	1%
COc1ccc(C(=O)Nc2nc3ccccc3s2)cc1	?	0.24µM*	0.28µM*	-5%	-14%	1%	12%	?	0.63µM*	5µM*	-25%
CC(NC(=O)c1ccc(Cl)c(S(=O)(=O)N2CCCCCC2)c1)c1cccnc1 (configuration not stated)	-29%	1%	-11%	-3%	-3%	/	/	/	-2%	/	-37%
CC(=O)N1CCOc2ccc(S(=O)(=O)Nc3cccc(C)n3)cc21	5%	1%	0%	-1%	-10%	5%	-5%	-5%	-3%	-3%	4%
NC(=O)c1ccc(/C=N/O)[n+](Cc2ccccc2)c1	28%	0%	2%	0%	/	?	6%	3%	?	14%	-7%
Cc1cc(C)nc(N/N=C/c2ccncc2)n1	-1%	4%	-1%	4%	-5%	12%	0%	-6%	5%	-20%	-11%
Nc1c(Cl)cc(Cl)cc1C(=O)OCC(=O)N1CCOCC1	-9%	6%	7%	2%	-3%	3%	4%	-10%	-1%	-4%	-4%
COc1ccc(CCN2C(=O)CC(Cc3ccc(Br)cc3)C2=O)cc1OC (configuration not stated)	-1%	1%	-3%	1%	5%	0%	?	-1%	-6%	27%	-18%
CCCCCOc1ccc(C2C(C(C)=O)=C(C)Nc3ncnn32)cc1OC (configuration not stated)	-5%	-1%	-1%	-3%	-13%	-11%	-4%	-2%	4%	-24%	-28%
C=CCN1C(=O)C(Cc2ccc(Br)cc2)S/C1=N\N=C\c1ccco1 (configuration not stated)	1%	0%	2%	1%	2%	-4%	10%	-18%	-1%	14µM*	6%
Cc1ccccc1CC1(CO)CCCN(Cc2ccc(C#CC(C)(C)O)cc2)C1 (configuration not stated)	3%	5%	14%	-10%	1%	-9%	23%	?	1%	13%	-15%
COc1ccc(OC)c(CN2CCN(C(=O)CNC(=O)c3ccc(C(C)(C)C)cc3)CC2)c1	-2%	-19%	-3%	1%	25%	/	/	/	-4%	/	-3%
CC1CC(C)CN(C(=O)C2CCC(CNS(=O)(=O)c3ccccc3)CC2)C1 (configuration not stated)	-7%	-1%	-3%	-3%	-2%	-5%	-4%	-11%	2%	1%	-33%
COC(=O)c1nnn(-c2cccc(Cl)c2)c1C(=O)OC	0%	-1%	-1%	2%	1%	-11%	-7%	5%	-5%	-5%	-17%
COC(=O)C1CCN(CC(=O)Nc2ccccc2Sc2ccccc2)CC1	2%	-9%	1%	-4%	-4%	/	2%	-24%	-2%	8%	6%
CCS(=O)(=O)N1CCC(NC(=O)c2ccco2)CC1	9%	11%	-7%	2%	1%	-15%	-2%	-1%	-4%	-18%	5%
CCOC(=O)C1=C(C)NC(=O)CC1c1cc2c(cc1[N+](=O)[O-])OCO2 (configuration not stated)	0%	-5%	0%	3%	3%	16%	-5%	-10%	3%	-13%	-11%

Compound activity as filed in PubChem BioAssay.
